SKN-1 inh – blocks SKN-1 activity in C. elegans. 360,000 tested, 0.49% active. C. elegans VP596 Pgst-4::GFP/RFP ratio, acrylamide-induced, 24 h. AID 624304. inhibition, % at 21.8 µM;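 active = interference check ratio from 0.5 to 1.5 plus GFP to RFP signal ratio inhibition reaching or exceeding a fixed threshold, cut at about 30% in these data, passing the limit was not always enough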; also: some compounds called inactive have numbers as strong as hits
FAS-TE inh – FAS thioesterase (human) inhibition; inhibition, % at 15 µM; AID 602261; P49327; recombinant FAS-TE, OMFH fluorogenic substrate, fluorescence endpoint; 360,000 tested, 0.67% active;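 active = compounds whose normalised, plate-corrected inhibition of enzyme fluorescence in the single-dose primary screen is 50% or more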;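 also: 0% = DMSO with enzyme and 100% = substrate without enzyme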
MT1-MMP act inh – inhibitors of human MT1-MMP activation; P50281; HT1080 RFP-PRO-GFP cells, GFP/RFP ratio fluorescence, overnight; percent of plate control window, DMSO zero; GFP/RFP ratio change, % at 20 µM; 360,000 tested, 0.061% active; AID 651647;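 active = GFP/RFP ratio change of at least 30% with cell ATP level not reduced by more than half and red fluorescence within 50% of control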; also: strong numbers were not always called active
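Assay system: HT1080 cells carrying an RFP-PRO-GFP reporter | Dosing: Single dose of 20 µM compound, 1% DMSO final | Incubation: Cells overnight before dosing, compound overnight, 37 °C, 5% CO2 | Evaluation: GFP/RFP fluorescence ratio | Control set: DMSO and RFP-L50D-GFP cell wells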
Rin1 Abl inh – blocks binding of human Rin1 to Abl. inhibition, % at 7.35 µM. TR-FRET Rin1/Abl binding, biochemical. 360,000 tested, 0.4% active. P00519+Q13671. AID 588664; in the data active = inhibition above about 5%, passing the limit was not always enough
E coli Lon inh – inhibitors of E. coli Lon protease | P0A9M0 | purified E. coli Lon protease, fluorescence polarization | inhibition, % at 7.94 µM | 360,000 tested, 0.42% active | AID 602123; in the data active = inhibition above about 13%, passing the limit was not always enough;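 also: 0% = enzyme with probe and DMSO and 100% = no enzyme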
MsrA inh – bovine MsrA inhibition. AID 651718. inhibition, % at 15.5 µM. purified bovine MsrA, absorbance read-out. 360,000 tested, 0.75% active; in the data active = inhibition above about 4.5%;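 also: 0% = vehicle wells with enzyme and 100% = reference inhibitor wells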
bovine MsrA act – bovine methionine sulfoxide reductase A activation | 360,000 tested, 0.3% active | activation, % at 10.6 µM | purified bovine MsrA, absorbance read-out; in the data active = activation above about 7.5%;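 also: 0% = vehicle and 100% = reference activator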
NRP1-CendR mod – modulators of CendR peptide binding to human neuropilin-1 | O14786 | inhibition, % at 25 µM | FAM-RPARPAR peptide binding to NRP-1, fluorescence polarization | 360,000 tested, 0.85% active | AID 602438;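 active = inhibition or corrected inhibition above about 18%, plus a signal ratio from 0.5 to 1.5, limit read from the data, passing the limit was not always enough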; also: strong numbers were not always called active
Target sequence (O14786 whole entry, looked up): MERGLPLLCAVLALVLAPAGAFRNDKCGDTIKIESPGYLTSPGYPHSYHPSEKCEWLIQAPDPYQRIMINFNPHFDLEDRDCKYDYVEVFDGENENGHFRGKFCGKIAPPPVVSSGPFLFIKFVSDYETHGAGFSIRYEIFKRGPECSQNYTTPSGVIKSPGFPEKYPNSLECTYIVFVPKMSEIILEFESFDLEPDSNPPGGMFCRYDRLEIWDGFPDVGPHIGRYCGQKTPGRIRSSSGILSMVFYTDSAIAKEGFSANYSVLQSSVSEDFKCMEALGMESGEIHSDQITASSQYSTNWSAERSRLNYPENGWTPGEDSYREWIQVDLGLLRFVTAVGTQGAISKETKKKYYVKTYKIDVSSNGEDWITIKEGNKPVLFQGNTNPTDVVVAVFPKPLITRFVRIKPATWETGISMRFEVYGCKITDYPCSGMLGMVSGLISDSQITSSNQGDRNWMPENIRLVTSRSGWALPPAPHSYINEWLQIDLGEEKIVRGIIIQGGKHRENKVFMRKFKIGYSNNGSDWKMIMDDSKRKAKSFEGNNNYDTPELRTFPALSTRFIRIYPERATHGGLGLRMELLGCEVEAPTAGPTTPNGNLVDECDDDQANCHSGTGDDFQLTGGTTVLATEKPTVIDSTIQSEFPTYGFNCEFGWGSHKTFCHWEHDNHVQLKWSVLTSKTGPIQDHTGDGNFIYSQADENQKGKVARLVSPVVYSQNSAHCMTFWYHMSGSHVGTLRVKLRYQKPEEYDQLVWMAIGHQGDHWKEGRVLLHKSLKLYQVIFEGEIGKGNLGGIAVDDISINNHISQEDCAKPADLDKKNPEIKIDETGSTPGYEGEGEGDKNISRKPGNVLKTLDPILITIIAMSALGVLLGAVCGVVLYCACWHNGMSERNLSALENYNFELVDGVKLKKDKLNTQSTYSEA
Neddyl block – blocks human cullin neddylation; TR-FRET cullin neddylation, biochemical; P61081+Q13564; 360,000 tested, 0.58% active; AID 651699; calls only at 25 µM; in the data active = inhibition above about 36%
Starred values were filed as active, the others as inactive.

`COCC1CCN(C(=O)C2CCC(=O)N(Cc3ccc(Cl)cc3)C2)CC1` (centres undefined) gave SKN-1 inh 1, FAS-TE inh -2, MT1-MMP act inh -4, Rin1 Abl inh 1, E coli Lon inh -2, MsrA inh 0.0, bovine MsrA act 1, NRP1-CendR mod 12 and Neddyl block inactive.
`O=C(COc1ccc(F)cc1)N(Cc1cccc(Br)c1)C1CCS(=O)(=O)C1` (centres undefined) gave SKN-1 inh 7, FAS-TE inh 6, MT1-MMP act inh -6, Rin1 Abl inh 0, E coli Lon inh 3, MsrA inh 1.8, bovine MsrA act 0, NRP1-CendR mod 11 and Neddyl block inactive.
For CC(Oc1ccccc1)C(=O)N/N=C/c1ccccn1 (centres undefined) the results were SKN-1 inh -5, FAS-TE inh -8, MT1-MMP act inh 3, Rin1 Abl inh -3, E coli Lon inh -8, MsrA inh -0.7, bovine MsrA act 3, NRP1-CendR mod 1 and Neddyl block inactive.
For CS(=O)(=O)N1CCCCC1c1cc(C(=O)Nc2ccccc2Cl)no1 (centres undefined) the results were SKN-1 inh -4, FAS-TE inh 3, MT1-MMP act inh -1, Rin1 Abl inh 4, E coli Lon inh 2, MsrA inh 1.3, bovine MsrA act 0, NRP1-CendR mod -2 and Neddyl block inactive.
Screening O=C(NCc1ccc(Cl)cc1)c1cccc(NC2=NC3CS(=O)(=O)CC3S2)c1 (centres undefined) returned SKN-1 inh -16, FAS-TE inh -7, MT1-MMP act inh -4, Rin1 Abl inh 4, E coli Lon inh -10, MsrA inh 0.2, bovine MsrA act 7, NRP1-CendR mod 0 and Neddyl block inactive.
`CCCOC(=O)c1ccc(Nc2nc(C)cc(=O)[nH]2)cc1` gave SKN-1 inh -11, FAS-TE inh 0, MT1-MMP act inh 1, Rin1 Abl inh 0, E coli Lon inh 1, MsrA inh 0.4, bovine MsrA act -5, NRP1-CendR mod 2 and Neddyl block inactive.
For COc1ccc(-n2c(C)cc(C(=O)CN3C(=O)NC4(CCCc5sccc54)C3=O)c2C)cc1 (centres undefined) the results were SKN-1 inh -11, FAS-TE inh 48, MT1-MMP act inh 4, Rin1 Abl inh -4, E coli Lon inh 1, MsrA inh -1.1, bovine MsrA act -2, NRP1-CendR mod -9 and Neddyl block inactive.
For COc1ccc(C(=O)C2CCCN(S(=O)(=O)c3cccnc3)C2)c(C)c1 (centres undefined) the results were SKN-1 inh 3, FAS-TE inh 0, MT1-MMP act inh -3, Rin1 Abl inh 4, E coli Lon inh 2, MsrA inh 1.6, bovine MsrA act -4, NRP1-CendR mod 3 and Neddyl block inactive.
For O=c1c(Cc2ccccc2)c(O)ccn1C1CCCCCCC1 the results were SKN-1 inh 3, FAS-TE inh 0, MT1-MMP act inh -5, Rin1 Abl inh 0, E coli Lon inh 8, MsrA inh -1.0, bovine MsrA act -1, NRP1-CendR mod -8 and Neddyl block inactive.
Screening O=C(C1=C(O)C(=O)N(CCN2CCOCC2)C1c1cccc(Br)c1)c1cccs1 (centres undefined) returned SKN-1 inh -2, FAS-TE inh -2, MT1-MMP act inh 0, Rin1 Abl inh -2, E coli Lon inh 10, MsrA inh 1.9, bovine MsrA act -2, NRP1-CendR mod -6 and Neddyl block inactive.
`COc1ccccc1NC(=O)Cc1cccs1` gave SKN-1 inh -15, FAS-TE inh -2, MT1-MMP act inh 2, Rin1 Abl inh -1, E coli Lon inh -4, MsrA inh 0.1, bovine MsrA act -2, NRP1-CendR mod -4 and Neddyl block inactive.
Screening CCOC(=O)c1oc2ccccc2c1CN1CCOCC1 returned SKN-1 inh 10, FAS-TE inh -7, MT1-MMP act inh -4, Rin1 Abl inh -4, E coli Lon inh 8, MsrA inh -0.9, bovine MsrA act -2, NRP1-CendR mod 4 and Neddyl block inactive.
For O=C(Nc1nnc(-c2ccco2)o1)c1ccc(Br)s1 the results were SKN-1 inh 11, FAS-TE inh -13, MT1-MMP act inh 2, Rin1 Abl inh 4, E coli Lon inh 2, MsrA inh 2.2, bovine MsrA act -1, NRP1-CendR mod -9 and Neddyl block inactive.
COc1cccc(C(=O)C2CCCN(Cc3cn(CC(N)=O)c4ccccc34)C2)c1 (centres undefined) was read as SKN-1 inh 0, FAS-TE inh -8, MT1-MMP act inh 0, Rin1 Abl inh 1, E coli Lon inh -2, MsrA inh 2.3, bovine MsrA act -8, NRP1-CendR mod -1 and Neddyl block inactive.
CC(c1ccccn1)N(CCN(C)C)C(=S)Nc1cccc(F)c1 (centres undefined) was read as SKN-1 inh 3, FAS-TE inh -5, MT1-MMP act inh -4, Rin1 Abl inh 1, E coli Lon inh -2, bovine MsrA act -5, NRP1-CendR mod -3 and Neddyl block inactive.

Entries above with bromine:
`O=C(COc1ccc(F)cc1)N(Cc1cccc(Br)c1)C1CCS(=O)(=O)C1` (centres undefined) gave SKN-1 inh 7, FAS-TE inh 6, MT1-MMP act inh -6, Rin1 Abl inh 0, E coli Lon inh 3, MsrA inh 1.8, bovine MsrA act 0, NRP1-CendR mod 11 and Neddyl block inactive.
Screening O=C(C1=C(O)C(=O)N(CCN2CCOCC2)C1c1cccc(Br)c1)c1cccs1 (centres undefined) returned SKN-1 inh -2, FAS-TE inh -2, MT1-MMP act inh 0, Rin1 Abl inh -2, E coli Lon inh 10, MsrA inh 1.9, bovine MsrA act -2, NRP1-CendR mod -6 and Neddyl block inactive.
For O=C(Nc1nnc(-c2ccco2)o1)c1ccc(Br)s1 the results were SKN-1 inh 11, FAS-TE inh -13, MT1-MMP act inh 2, Rin1 Abl inh 4, E coli Lon inh 2, MsrA inh 2.2, bovine MsrA act -1, NRP1-CendR mod -9 and Neddyl block inactive.

The results go on:
Screening CCN(CC)CCN1C2=C(C(=O)CC(C)(C)C2)C(c2cccc(F)c2)C2=C1CC(C)(C)CC2=O returned SKN-1 inh -5, FAS-TE inh 5, MT1-MMP act inh -5, Rin1 Abl inh 4, E coli Lon inh 1, MsrA inh -0.7, bovine MsrA act -12 and NRP1-CendR mod -2.
`CC(=O)c1c(C)[nH]c(C(=O)Nc2ccc3c(c2)OCCO3)c1C` gave SKN-1 inh -10, FAS-TE inh -3, MT1-MMP act inh 1, Rin1 Abl inh -1, E coli Lon inh -1, MsrA inh 0.8, bovine MsrA act -2, NRP1-CendR mod 2 and Neddyl block inactive.
For COc1ccc(CCNC(=O)C2CCN(C(=O)c3ccc(F)cc3)CC2)cc1OC the results were SKN-1 inh -12, FAS-TE inh -3, MT1-MMP act inh -2, Rin1 Abl inh 0, E coli Lon inh 4, MsrA inh 0.3, bovine MsrA act -3, NRP1-CendR mod 8 and Neddyl block inactive.
Screening CN(CC(=O)NCc1ccco1)S(=O)(=O)c1ccc2c(c1)n(C)c(=O)c(=O)n2C returned SKN-1 inh -19, FAS-TE inh -6, MT1-MMP act inh -6, Rin1 Abl inh -2, E coli Lon inh 11, MsrA inh 3.6, bovine MsrA act -1, NRP1-CendR mod 0 and Neddyl block inactive.
Cc1c(Cl)cccc1Nc1n[nH]c(=S)s1 was read as SKN-1 inh 20, FAS-TE inh -2, MT1-MMP act inh -2, Rin1 Abl inh 0, E coli Lon inh -6, MsrA inh 1.1, bovine MsrA act 9.6*, NRP1-CendR mod -16 and Neddyl block inactive.
`CC(N=C1NS(=O)(=O)c2ccccc21)C(=O)NCc1ccc(F)cc1` (centres undefined) gave SKN-1 inh 5, FAS-TE inh -2, MT1-MMP act inh -1, Rin1 Abl inh 1, E coli Lon inh 1, MsrA inh -0.8, bovine MsrA act -1, NRP1-CendR mod 4 and Neddyl block inactive.
CN(C)c1ccc(/C=N\NC(=S)SCN2C(=O)C3CCC(C)(C2=O)C3(C)C)cc1 (centres undefined) was read as SKN-1 inh 13, FAS-TE inh 31, MT1-MMP act inh -5, Rin1 Abl inh -3, E coli Lon inh -2, MsrA inh 4.0, bovine MsrA act 1, NRP1-CendR mod -6 and Neddyl block inactive.
`CNC(=O)/C(C#N)=C1\SC(Cc2ccc(F)cc2)C(=O)N1c1ccccc1C` (centres undefined) gave SKN-1 inh -10, FAS-TE inh 4, MT1-MMP act inh -2, Rin1 Abl inh 0, E coli Lon inh -11, MsrA inh -0.3, bovine MsrA act 4, NRP1-CendR mod -1 and Neddyl block inactive.
CCOC(=O)[C@]12CCCC=C1N(Cc1ccc(Cl)cc1Cl)C(=O)[C@H](CC(=O)NCc1ccccc1)C2 was read as SKN-1 inh 4, FAS-TE inh 18, MT1-MMP act inh -3, E coli Lon inh 0, MsrA inh -0.7, bovine MsrA act -1, NRP1-CendR mod -16 and Neddyl block inactive.
`CNc1cc(F)nc(F)n1` gave SKN-1 inh 1, FAS-TE inh -6, MT1-MMP act inh -1, Rin1 Abl inh -7, E coli Lon inh 5, MsrA inh -0.7, bovine MsrA act -1, NRP1-CendR mod 12 and Neddyl block inactive.
Screening O=C(CSc1ccccn1)Nc1ccc2c(c1)CCC2 returned SKN-1 inh 11, FAS-TE inh 1, MT1-MMP act inh 4, Rin1 Abl inh -1, E coli Lon inh -2, MsrA inh -1.6, bovine MsrA act -1, NRP1-CendR mod -3 and Neddyl block inactive.
COCCN(C(=O)CSc1ncn[nH]1)c1c(N)n(Cc2ccccc2)c(=O)[nH]c1=O was read as SKN-1 inh 8, FAS-TE inh -9, MT1-MMP act inh -3, Rin1 Abl inh 3, E coli Lon inh 3, MsrA inh 0.3, bovine MsrA act -3, NRP1-CendR mod 4 and Neddyl block inactive.
COc1ccc(C(=O)Nc2ccccc2C(=O)N2CCN(c3ccccc3)CC2)cc1 was read as SKN-1 inh 7, FAS-TE inh 5, MT1-MMP act inh 0, Rin1 Abl inh 0, E coli Lon inh -2, MsrA inh 0.2, bovine MsrA act -1, NRP1-CendR mod 8 and Neddyl block inactive.
`COc1ccc(-c2cc(C(=O)N3CCOCC3)c3cc(C)ccc3n2)cc1` gave SKN-1 inh -4, FAS-TE inh -1, MT1-MMP act inh 4, Rin1 Abl inh -2, E coli Lon inh 2, MsrA inh 4.2, bovine MsrA act -3 and NRP1-CendR mod -4.
`Cc1noc(C)c1C(=O)N1CCCC(N2CCN(c3cccc(C(F)(F)F)c3)CC2)C1` (centres undefined) gave SKN-1 inh 7, FAS-TE inh -2, MT1-MMP act inh -1, Rin1 Abl inh -5, E coli Lon inh -3, MsrA inh -0.9, bovine MsrA act -4, NRP1-CendR mod 5 and Neddyl block inactive.
Screening CC(=O)C1=C(C)NC(SCc2ccc(C#N)cc2)=C(C#N)C1c1ccco1 (centres undefined) returned SKN-1 inh 3, FAS-TE inh 24, MT1-MMP act inh 3, Rin1 Abl inh 0, E coli Lon inh 3, MsrA inh 0.7, bovine MsrA act -8, NRP1-CendR mod -5 and Neddyl block inactive.
`Cc1ccc(/C=C2\Oc3c(ccc(O)c3CN3CCN(CCO)CC3)C2=O)cc1` gave SKN-1 inh -22, FAS-TE inh -9, MT1-MMP act inh -10, Rin1 Abl inh -2, E coli Lon inh -50, MsrA inh 2.5, bovine MsrA act -17, NRP1-CendR mod -7 and Neddyl block inactive.
`N#Cc1cccc(NC(=O)COC(=O)CCc2nc3ccccc3c(=O)[nH]2)c1` gave SKN-1 inh 3, FAS-TE inh -7, MT1-MMP act inh -2, Rin1 Abl inh -1, E coli Lon inh 8, MsrA inh -0.6, bovine MsrA act -8, NRP1-CendR mod 2 and Neddyl block inactive.
`Cc1cc(C)n2[nH]c(=O)c(N=Nc3cccc(Cl)c3)c2n1` gave SKN-1 inh -16, FAS-TE inh -7, MT1-MMP act inh 10, Rin1 Abl inh -1, E coli Lon inh 5, MsrA inh 0.6, bovine MsrA act 1, NRP1-CendR mod 5 and Neddyl block inactive.
For O=C1c2ccc(Oc3ccc4c(c3)C(=O)N(CCCCO)C4=O)cc2C(=O)N1CCCCO the results were SKN-1 inh 15, FAS-TE inh -55, MT1-MMP act inh -3, Rin1 Abl inh -2, E coli Lon inh 6, MsrA inh 0.5, bovine MsrA act 2, NRP1-CendR mod 3 and Neddyl block inactive.

Source: PubChem (several laboratories)
